Bioassay records from PubChem BioAssay.
TWEAK Fn14 block: TWEAK-Fn14 signaling inhibition; inhibition, % at 10 µM; hit rate 2% among 360,000; AID 1159606; TWEAK-stimulated Fn14 reporter cells, luciferase luminescence, 8 h; in the data active means inhibition above about 50%
KKLEB tox: CF airway cell cytotoxicity counter-screen; KKLEB CF airway cells viability, ATPlite luminescence, overnight; hits give low values; cells stimulated with P. aeruginosa culture filtrate; activity change (cytotoxicity), % at 5 µM; hit rate 0.36% among 360,000; AID 602141;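 active means corrected activity change at or below -50% at 5 µM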
MITF TRPM1 inh: reduces MITF-dependent TRPM1 promoter luciferase signal; hit rate 0.83% among 330,000; SK-MEL-5 TRPM1 promoter luciferase, 24 h; inhibition, % at 12.5 µM; AID 488899;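 active means mean inhibition across replicates of 60% or more, whatever share of single replicates reaches that level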; further: values of inactives mirror those of a sister screen read the other way
Shn3 inh set2: inhibitors of Schnurri-3 3'UTR reporter in osteoblasts; hit rate 0.52% among 360,000; Clone20 osteoblast Shn3 3'UTR firefly luciferase, 24 h; inhibition, % at 12.5 µM;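 active means mean inhibition of at least 75% with every replicate also reaching 75%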;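 further: 0% = median of neutral control wells and 100% = pilot-screen positive control compound; some compounds past the cut are filed as inactive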
CF NFkB inh: blocks PAF-induced NF-kB reporter in cystic fibrosis cells | inhibition, % at 5 µM | AID 588850 | KKLEB NF-kB-GFP reporter, GFP fluorescence overnight | hit rate 0.86% among 360,000;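 active means at least 50% inhibition at 5 µM, scaled per plate between neutral and stimulator controls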;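 further: PAF is a Pseudomonas aeruginosa culture filtrate used as stimulus; plate controls were PAF-stimulated DMSO wells for no effect and unstimulated DMSO wells for full effect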
aDG glyco act: alpha-DG glycosylation activation | Pro5-aDG cells, alpha-DG glycosylation AlphaScreen (IIH6); 0% Pro5, 100% B10-LARGE cell signal | activation, % at 10 µM | hit rate 0.22% among 360,000;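 active means activation of at least 8% versus controls, or a plate z-score of at least 8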;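 further: Pro5 are CHO cells carrying HIG-tagged alpha-DG that lacks glycosylation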
HIF-2a block: inhibitors of HIF-2a | AID 624352 | inhibition, % at 18.8 µM | 786-0 RCC cells HIF-2a reporter, luciferase luminescence, overnight | hit rate 0.72% among 360,000;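 active means inhibition of the luminescence signal of 40% or more relative to plate controls, in a single-dose primary screen at 18.75 µM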
Peg3 promoter: inhibitors of Peg3 promoter | hit rate 1.7% among 360,000 | AID 588405 | HeLa PEG-Prom luciferase reporter, luminescence, overnight | inhibition, % at 20 µM;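 active means inhibition of at least 50% at 20 µM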
NR2E3 ag-1: agonists of human nuclear receptor NR2E3; AID 2300; hit rate 0.12% among 320,000; GST-NR2E3/biotin-RetCOR TR-FRET, 1536-well; Q9Y5X4; inhibition of corepressor binding, % at 4.78 µM;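 active means percent inhibition above the cutoff of mean plus 3 SD of all tested compounds, set per screening campaign, cut at about 20% in these data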;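 further: 0% = DMSO wells and 100% = biotin wells as full block of FRET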
Target sequence (Q9Y5X4 whole entry, looked up): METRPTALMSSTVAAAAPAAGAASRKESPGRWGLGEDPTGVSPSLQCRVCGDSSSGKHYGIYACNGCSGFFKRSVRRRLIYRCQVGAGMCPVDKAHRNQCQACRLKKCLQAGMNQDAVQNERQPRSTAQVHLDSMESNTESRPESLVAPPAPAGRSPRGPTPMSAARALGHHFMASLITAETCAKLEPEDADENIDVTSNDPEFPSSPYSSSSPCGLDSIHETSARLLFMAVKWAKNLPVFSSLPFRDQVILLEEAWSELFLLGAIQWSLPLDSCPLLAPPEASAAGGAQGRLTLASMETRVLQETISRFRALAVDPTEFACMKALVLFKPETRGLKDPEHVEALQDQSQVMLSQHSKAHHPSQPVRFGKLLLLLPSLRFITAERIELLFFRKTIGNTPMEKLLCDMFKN
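System: GST-NR2E3 and biotin-RetCOR proteins; probe or stimulus: 7 nM biotin-RetCOR; doses: compound at 4.8 µM, single dose; schedule: Compound–protein incubation for 5 h at 4 °C; detection: time-resolved FRET; read-out: percent inhibition; controls: biotin wells as high control, 0.6% DMSO wells as low control; format: 1536-well plates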
NR2E3 ag-2: activates human NR2E3 receptor; Q9Y5X4; CHO-S Gal4-NCOR/VP16-NR2E3 two-hybrid, luciferase; inhibition of corepressor binding, % at 3.98 µM; hit rate 0.35% among 360,000; AID 602229;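 active means inhibition above the mean of all tested compounds plus 3 SD, cut at about 70% in these data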;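 further: 0% = DMSO with NR2E3 transfected cells and 100% = cells lacking NR2E3 construct; higher means lower luciferase signal from less NR2E3 corepressor binding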
hiPSC survival: enhancers of human iPSC single-cell survival; hiPSC single-cell survival, ATPlite luminescence; 100% = ROCK inhibitor wells, 0% = DMSO; survival enhancement, % at 20 µM; hit rate 0.044% among 360,000; in the data active means survival enhancement above about 18%;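 further: cells exposed to compounds for 16 hours before the ATP read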
An asterisk follows results filed as active; . = not tested or not shown; & = joins results of further samples.

SMILES | TWEAK Fn14 block | KKLEB tox | MITF TRPM1 inh | Shn3 inh set2 | CF NFkB inh | aDG glyco act | HIF-2a block | Peg3 promoter | NR2E3 ag-1 | NR2E3 ag-2 | hiPSC survival
CN(CC(=O)Nc1cccc(F)c1)C(=O)c1cccnc1Sc1ccc(Cl)cc1 | -22 | -3 | 2 | 16 | -23 | 0.4 | 10 | 20 | 1 | -15 | -0.1
O=C(NCCS(=O)(=O)N1CCN(c2cccc(Cl)c2)CC1)c1ccc2c(c1)OCO2 | -20 | 4 | -3 | 12 | -8 | 0.2 | 18 | 31 | -5 | 0 | -0.4
Cc1ccc(C(=O)Oc2cc(C)[nH]c(=O)c2[N+](=O)[O-])cc1 | -2 | 10 | 15 | 22 | -2 | -0.2 | 11 | 6 | 1 | 6 | 0.3
CC(C)(CO)CNC(=O)CC1C(=O)NCCN1CC(c1ccccc1)c1ccccc1 (stereo not given) | 1 | -2 | 10 | -11 | 13 | -0.2 | 13 | 7 | 1 | -14 | -0.4
CCc1ccc(N(C(=O)c2snc(C(N)=O)c2N)C(C(=O)NC2CCCC2)c2ccco2)cc1 (stereo not given) | 22 | -16 | 6 | 3 | -3 | -0.1 | 6 | -4 | 3 | -33 | 1.5
COc1ccc(/C=C(\NC(=O)c2ccccc2)C(=O)NCCN2CCOCC2)cc1OC | 11 | 7 | -3 | -6 | -4 | -0.1 | -1 | 5 | -1 | -15 | 2.4
CCOc1ccccc1N(C(=O)c1snc(C(N)=O)c1N)C(C(=O)NC1CCCC1)c1cccs1 (stereo not given) | 8 | 4 | -3 | 18 | 6 | 0.0 | 25 | 24 | 0 | 10 | 1.2
CCOc1ccc(NC(=O)Cn2nnc(C(=O)NCc3ccc4c(c3)OCO4)c2N)cc1 | -1 | -14 | 11 | -29 | 27 | -0.1 | 3 | 29 | 3 | 6 | -0.1
O=C(CNCc1cccs1)Nc1ccc(S(=O)(=O)N2CCCCC2)cc1 | -11 | 7 | 10 | -7 | -38 | 0.0 | 10 | 4 | 5 | 22 | -0.7
O=C(CN(Cc1ccccc1)C(=O)CNS(=O)(=O)c1ccc(F)cc1)NCC1CCCO1 (stereo not given) | 23 | -1 | -4 | -22 | 4 | 0.0 | 11 | 9 | 2 | -11 | 0.2
Cc1cccc(C(=O)NC(=S)Nc2cccc3nc(C)ccc23)c1 | 11 | -6 | 21 | 10 | 0 | 0.0 | 8 | 23 | -1 | -14 | -0.3
CN(Cc1cccnc1)C(=O)CNC(=O)c1ccc(Cl)cc1Cl | 0 | 11 | 7 | -3 | 6 | 0.2 | 2 | 11 | 0 | 3 | 0.0
Cc1ccc(C)n1-c1ccc(-c2ccn[nH]2)cc1 | 11 | 3 | -9 | -19 | -25 | 0.2 | -53 | -106 | 3 | -14 | -0.8
COc1cc(C(=O)Nc2ccc(C)cn2)c([N+](=O)[O-])cc1OC | -2 | -1 | 2 | 4 | 0 | 0.1 | 10 | -1 | 4 | 16 | -0.1
CCOC(=O)c1cn[nH]c1C(F)(F)F | 0 | 15 | -19 | -16 | -3 | 0.0 | 12 | 14 | 1 | -20 | -0.7

The final 3 compounds of the section above lead into the next:
SMILES | TWEAK Fn14 block | KKLEB tox | MITF TRPM1 inh | Shn3 inh set2 | CF NFkB inh | aDG glyco act | HIF-2a block | Peg3 promoter | NR2E3 ag-1 | NR2E3 ag-2 | hiPSC survival
Cc1ccc(C)n1-c1ccc(-c2ccn[nH]2)cc1 | 11 | 3 | -9 | -19 | -25 | 0.2 | -53 | -106 | 3 | -14 | -0.8
COc1cc(C(=O)Nc2ccc(C)cn2)c([N+](=O)[O-])cc1OC | -2 | -1 | 2 | 4 | 0 | 0.1 | 10 | -1 | 4 | 16 | -0.1
CCOC(=O)c1cn[nH]c1C(F)(F)F | 0 | 15 | -19 | -16 | -3 | 0.0 | 12 | 14 | 1 | -20 | -0.7
CC(=O)Nc1ccc(S(=O)(=O)NNC(=O)C2CCCCC2)cc1 | 1 | -1 | 0 | 7 | 5 | 0.3 | 7 | 6 | 2 | -8 | -0.2
Cc1cc(C)[n+]2n1C(=O)C(c1ccccc1)=C2[O-] | 37&-6 | 10&27 | 0&-7 | -7&-22 | -13&-22 | 0.0&-0.2 | -47&-58 | -39&-41 | 1&2 | -34&-26 | 0.8&-1.0
CCCCNC(=O)Nc1c(C(=O)OC)[nH]c2ccc(C)cc12 | 1 | 4 | 9 | 2 | -2 | 0.1 | 17 | 21 | -3 | -7 | -0.2
COc1ccc2c(c1)C(CC(C)=O)N(c1ccc(-c3cccnc3)cc1)C(c1ccsc1)=C2 (stereo not given) | -13 | . | . | . | . | 0.1 | -50 | . | . | -27 | -0.7
COCCNC(=O)C(c1ccco1)N(C(=O)Cn1nnc2ccccc21)c1ccccc1C (stereo not given) | 1 | 11 | 10 | -11 | -7 | 0.1 | 20 | 17 | -3 | -2 | -0.8
Cc1cccc(OCCC(=O)OCC(=O)N2c3ccccc3NC(=O)C2(C)C)c1 | 5 | 5 | . | 5 | 15 | 0.8 | -2 | -12 | . | 1 | -3.5
Cc1cccc(NC(=O)NC2(C)CCS(=O)(=O)C2)c1 (stereo not given) | -21 | 2 | 8 | -39 | -1 | 0.0 | 13 | 9 | 1 | -17 | 0.6
COc1ccc(S(=O)(=O)N(C)C[C@H]2Oc3ccc(NC(=O)C4CC4)cc3C(=O)N([C@H](C)CO)C[C@@H]2C)cc1 | -26 | -14 | 4 | -6 | 14 | 0.2 | 11 | -11 | . | 19 | -2.4
Cc1cccc(NC(=O)CCn2ccnc2C)c1 | 1 | -7 | -21 | -28 | 20 | 0.3 | -69 | -61 | 0 | -46 | 6.8
COc1ccc(CCN(Cc2cc3cc(C)ccc3[nH]c2=O)C(=O)N2CCCC2)cc1OC | -47 | 8 | 5 | -9 | -10 | -0.1 | -1 | 17 | -1 | 8 | 4.3
NC(=O)/C(=C\c1ccccc1)NC(=O)c1ccc(NC(=O)c2ccccc2)cc1 | 8 | -4 | 3 | -4 | -2 | 0.0 | 14 | -4 | -1 | -36 | -0.5
CC1(OC(=O)C2CCCC2)C(=O)C=C2C=C(c3ccsc3)N(Cc3ccco3)C=C2C1=O (stereo not given) | 16 | -3 | . | 12 | 9 | 0.5 | 17 | 10 | 4 | -12 | 0.7
Cc1cccc(NC(=O)c2cccc(C(F)(F)F)c2)c1 | -25 | 9 | -31 | -7 | 1 | 0.4 | -166 | -110 | 0 | -9 | -3.0
N/N=C1\CCCc2nonc21 | 2 | -7 | . | 13 | 0 | -0.1 | 7 | 4 | -1 | 1 | -0.1
COC(CN(C(=O)CCl)C(C(=O)NC1CCCCC1)c1ccccc1C)OC (stereo not given) | 41 | -41 | 27 | 2 | 54* | 0.5 | 47* | 64* | -2 | -3 | -3.2
CCOC(=O)Cc1csc(NC(=O)CN2C(=O)c3ccccc3S2(=O)=O)n1 | 2 | 0 | 6 | 0 | 1 | 0.1 | 17 | 0 | 4 | -21 | 3.2
COC(=O)[C@H](CC(C)C)NC(=O)Nc1ccc(F)cc1 | -12 | -2 | -1 | 10 | 0 | -0.1 | 16 | 16 | 0 | -23 | -0.2
O=C(N/N=C/c1cccc(O)c1)c1ccccc1O | -26 | -3 | -82 | -51 | -10 | 0.0 | -41 | -88 | -1 | -12 | -1.0
COc1cccc(NC(=O)CN(C)C(=O)c2ccccc2Sc2ccccc2C#N)c1 | -11 | -10 | 10 | -2 | -5 | 0.0 | -2 | -4 | -3 | -7 | -0.1
COc1cccc(CC(=O)Nc2ccc3c(c2)OC2(CCCC2)O3)c1 | -13 | 0 | -20 | -4 | -1 | -0.2 | -151 | -118 | 2 | -38 | -0.5
COc1ccc(NC(=S)NNc2ccc([N+](=O)[O-])cc2S(=O)(=O)Nc2ccc(C)cc2C)cc1 | 37 | -29 | 4 | 25 | 46 | -0.5 | -4 | 52* | -4 | -20 | 0.3
Cc1nc2sccn2c(=O)c1S(=O)(=O)NCC1CCN(Cc2ccccc2Cl)CC1 | -5 | -7 | 4 | -13 | 3 | 0.1 | -1 | 3 | 1 | -5 | 0.8
CCOC(=O)CNC(=O)Cn1cnc2ccc(S(=O)(=O)N3CCC(C)CC3)cc2c1=O | 6 | -8 | 5 | -4 | 1 | 0.0 | 28 | 1 | 3 | -8 | 3.1
Cc1nn(CC(=O)NCCN2CCOCC2)c(=O)c2cc3sccc3n12 | -7 | 13 | -7 | 1 | -27 | -0.2 | 6 | -2 | 6 | -27 | 0.2
COc1ccccc1CN1C[C@@H]2C[C@@H](c3ccc(C)cc3)N3CCC[C@@]23C1=O | 11 | 3 | 4 | 26 | 0 | 0.3 | 4 | -2 | 4 | -9 | 2.4
Cc1ccc(S(=O)(=O)NCCSc2nnc(N)s2)cc1 | 5 | 7 | 8 | 0 | 0 | 0.0 | 15 | 5 | -4 | -10 | 2.4
Cc1ccc(N2C(=O)N3[C@@H]4c5ccccc5OC[C@@H]4[C@@H](c4ccccc4)[C@@]3(C)C2=O)cc1 | -10 | 8 | -16 | 23 | -6 | 0.0 | -3 | 7 | . | 0 | -2.4
COc1cccc(COC(=O)c2sc3nc4n(c(=O)c3c2C)CCC4)c1OC | -29 | -16 | -17 | 6 | 16 | 0.4 | -30 | -20 | -1 | -1 | 0.2
C/C(=N\N1CCN(Cc2ccc(C)cc2)CC1)c1ccco1 | 9 | -4 | 0 | -21 | 5 | 0.0 | -43 | -15 | -3 | 3 | 2.2
CC1CCCCN1C(=O)COC(=O)c1ccc2ccccc2n1 (stereo not given) | -12 | 2 | 1 | -9 | 1 | 0.0 | 7 | -4 | 2 | 10 | -2.2
CN(C)c1ccc(N=Nc2ccccc2C(=O)OCC(=O)Nc2ccccc2C(F)(F)F)cc1 | -43 | -4 | -5 | 6 | 8 | 3.6 | -75 | -72 | . | -13 | -1.0
S=C(NCc1cccs1)NCC1CCCO1 (stereo not given) | -16 | 18 | -3 | 4 | -15 | -0.3 | 4 | 2 | . | 16 | 1.6
Cc1ccc(S(=O)(=O)NCCC(=O)NCc2ccco2)cc1 | -12 | 0 | 1 | 3 | 2 | 0.0 | 7 | 22 | 5 | -15 | 1.5
CC1(C(=O)NCc2ccc(Cl)cc2)CCN1C(=O)Cc1ccc(Cl)cc1Cl (stereo not given) | 1 | 11 | . | 15 | -20 | 0.3 | 14 | 10 | . | 5 | -1.3
O=S(=O)(Nc1ccc2ccccc2n1)c1ccc2c(c1)CCO2 | -6 | -7 | -8 | -1 | -16 | 0.0 | 8 | 12 | 7 | -19 | -0.3
CC1=NN(c2ccccc2)C(=O)/C1=C/c1cccc(C)c1 | 6 | 13 | 12 | 14 | -7 | 0.2 | 24 | 13 | 8 | -5 | 0.7
CSc1ccccc1NC(=O)COC(=O)Cc1cccs1 | -17 | 0 | -8 | -4 | 2 | 0.1 | 12 | 10 | 0 | 0 | -0.4
CCN1Cc2cc(OC)ccc2-c2ccccc2S1(=O)=O | 13 | 13 | -9 | -3 | -20 | -0.4 | 9 | -4 | . | -13 | -2.0
